Source: PubChem (several laboratories)
KCNQ1 act: human KCNQ1 channel potentiation or activation. B-score at 10 µM. CHO-K1 KCNQ1, thallium flux FluxOR fluorescence; hits give high values. AID 2648. P51787. actives 0.35% (n = 310,000);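 active means fluorescence ratio B-score, a plate-corrected score, at least three library SD, with initial intensity B-score within 5 SD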
Target sequence (P51787 whole entry, looked up): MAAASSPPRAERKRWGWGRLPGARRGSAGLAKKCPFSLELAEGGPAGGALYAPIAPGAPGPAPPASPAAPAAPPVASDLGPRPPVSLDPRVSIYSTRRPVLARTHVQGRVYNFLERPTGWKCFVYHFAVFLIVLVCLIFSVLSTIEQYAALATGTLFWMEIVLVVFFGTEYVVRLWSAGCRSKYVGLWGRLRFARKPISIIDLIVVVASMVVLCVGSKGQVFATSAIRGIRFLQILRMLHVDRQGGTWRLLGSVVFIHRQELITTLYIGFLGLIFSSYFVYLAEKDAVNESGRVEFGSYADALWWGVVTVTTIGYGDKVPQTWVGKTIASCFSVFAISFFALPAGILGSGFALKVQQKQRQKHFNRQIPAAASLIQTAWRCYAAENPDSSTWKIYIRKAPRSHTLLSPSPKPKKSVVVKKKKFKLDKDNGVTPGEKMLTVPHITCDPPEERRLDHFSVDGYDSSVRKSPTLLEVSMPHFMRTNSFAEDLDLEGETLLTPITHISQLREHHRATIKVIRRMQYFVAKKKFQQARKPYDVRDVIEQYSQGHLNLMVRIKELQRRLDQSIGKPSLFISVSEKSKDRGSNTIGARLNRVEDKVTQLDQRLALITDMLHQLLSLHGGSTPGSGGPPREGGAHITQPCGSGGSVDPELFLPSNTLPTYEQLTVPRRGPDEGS
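Assay system: CHO-K1 cells stably expressing KCNQ1. Medium: assay buffer for compound exposure, DMSO matched across wells. Timing: 37 °C overnight plating, 90-min dark dye load, 20-min compound pretreatment. Signal: kinetic FluxOR fluorescence, 10 s baseline plus 110 s post-stimulus.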
KCNK3 inh: human KCNK3 channel inhibition, primary screen; CHO-KCNK3 thallium flux, FluxOR fluorescence; hits give low values; B-score at 10 µM; actives 0.84% (n = 340,000);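 active means B-score under library mean minus 4 SD, starting fluorescence ratio at most library mean plus 5 SD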;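 further: more negative B-score means stronger inhibition of thallium flux through KCNK3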
hERG protect: hERG (human) protection from proarrhythmic block; Q12809; actives 0.51% (n = 310,000); CHO-hERG, FluxOR thallium flux, dofetilide IC70 present; activation (rescue from dofetilide block), less the hit threshold, % at 10 µM;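 active means activation above the mean of controls blocked by dofetilide plus 5 SD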;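 further: thallium influx through hERG after potassium depolarization seen as dye fluorescence rise; in these data hits start at about 4.7%; inactives centre near -7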
KCNK9 block: inhibitors of human KCNK9 two-pore domain potassium channel; actives 1.2% (n = 310,000); Q9NPC2; AID 488922; HEK293 KCNK9, FluxOR thallium flux fluorescence; hits give low values; B-score at 10 µM;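 active means ratio B-score over 3 SD below the library mean, with starting fluorescence within 5 SD of its mean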;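 further: negative B-score means less thallium flux so channel inhibition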
PolyA inhibitor: blocks polyadenylation in yeast reporter cells; S. cerevisiae SKY197-pL101 polyadenylation reporter, beta-gal luminescence; efflux-impaired pdr1/pdr3 knockout yeast; score 100 = 6 SD above DMSO; calls only at 12 µM; actives 0.02% (n = 300,000); AID 1875;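 active means lowest replicate activity score at least 50, where 100 means six control SD above control mean; inconclusive means lowest score under 50 but half or more replicates reach 50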;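 further: yeast exposed to compound for 9 h at 30 °C; higher score means more reporter readthrough which indicates perturbed polyadenylation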
GSK3 alpha inh: blocks human GSK-3 alpha kinase; P49840; ADP-Glo luminescence, 60 min; inhibition, % at 10 µM; actives 0.1% (n = 320,000); AID 2650;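 in the data active means inhibition above about 50%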;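 further: GST-tagged GSK-3 alpha with peptide substrate and 25 µM ATP; 0% = DMSO neutral wells and 100% = GW8510 positive control wells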
KCNQ1 block: human KCNQ1 channel inhibition. B-score at 10 µM. CHO-K1 KCNQ1, FluxOR thallium flux fluorescence; hits give high values. P51787. actives 1.3% (n = 310,000);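 active means compounds whose thallium flux B-score, printed positive for inhibition, exceeds three library SD while starting fluorescence stays within three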;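 further: channel opened by potassium depolarization with thallium stimulus after 20 min compound exposure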
Dyrk1A ADPGlo: Dyrk1A (rat) kinase inhibition | ADP-Glo luminescence, NFATc1 peptide | Q63470 | AID 504441 | actives 0.43% (n = 310,000) | inhibition, % at 12.5 µM; in the data active means inhibition above about 50%;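 further: plate controls were vehicle with enzyme for no effect and no enzyme for full effect; many of its hits are not listed in these tables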
HDAC3 inhib: blocks human histone deacetylase 3; recombinant HDAC3, fluorogenic peptide/trypsin coupled, fluorescence; inhibition, % at 8.3 µM; actives 0.15% (n = 320,000); AID 2718; in the data active means inhibition above about 26%, passing the limit was not always enough; inconclusive means no clear call, values can overlap the other calls
Target sequence (O15379 whole entry, looked up): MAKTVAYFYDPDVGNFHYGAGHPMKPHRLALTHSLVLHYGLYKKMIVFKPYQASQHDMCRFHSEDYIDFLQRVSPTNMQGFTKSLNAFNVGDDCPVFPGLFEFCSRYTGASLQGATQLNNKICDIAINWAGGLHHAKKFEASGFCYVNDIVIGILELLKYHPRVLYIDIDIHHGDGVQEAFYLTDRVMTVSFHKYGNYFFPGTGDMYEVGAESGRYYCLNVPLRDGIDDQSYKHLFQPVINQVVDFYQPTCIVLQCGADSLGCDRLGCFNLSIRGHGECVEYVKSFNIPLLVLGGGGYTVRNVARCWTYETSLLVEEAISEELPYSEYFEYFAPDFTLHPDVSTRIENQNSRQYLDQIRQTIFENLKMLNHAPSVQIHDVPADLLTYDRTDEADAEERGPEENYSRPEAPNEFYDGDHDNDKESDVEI
GSK3B inh: human GSK3beta kinase inhibition | P49841 | GST-GSK3beta kinase, ADP-Glo luminescence, 60 min; hits give low values | AID 2097 | activity score (negative = inhibition), % at 10 µM | actives 0.038% (n = 300,000);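 active means more than half of replicate wells score below -50%, meaning over 50% inhibition versus plate controls; inconclusive means some replicates but at most half score below -50%; inactive means no replicate scores below -50%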;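 further: 0% = median DMSO wells and -100% = median GW8510 positive control wells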
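Assay system: GST-tagged human GSK3beta kinase, cell-free; Input: 1.6 ng GSK3beta; Medium: Tris/MgCl2 kinase buffer; Timing: 60 min enzyme reaction, room temperature; Signal: ADP-Glo luminescence quantifying ADP generated by kinase; Evaluation: score relative to plate controls; Benchmarks: DMSO neutral wells and GW8510 at 20 µM as positive.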
RGS4 pot: RGS4 potentiation or activation. HEK293 M3R/inducible RGS4, carbachol calcium flux Fluo4; hits give low values. B-score at 10 µM. actives 0.92% (n = 310,000). AID 463111;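 active means B-score of the integrated calcium signal more than 4 SD below the library mean, with starting fluorescence not abnormally high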;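 further: negative B-score means reduced calcium response which marks RGS4 activation or potentiation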
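test system = HEK293 cells with stable M3R and inducible RGS4 | schedule = recording 10 s baseline at 1 Hz, 100 s post-agonist | technique = Fluo4-AM (2 µM) calcium-flux fluorescence, kinetic read | measure = Agonist-evoked peak-minus-minimum fluorescence over baseline, integrated ratio, B score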
Active calls of the source: *; i = inactive; u = inconclusive; x = not tested or not shown.

entry	Compound	GSK3B inh	Dyrk1A ADPGlo	KCNQ1 block	HDAC3 inhib	hERG protect	PolyA inhibitor	RGS4 pot	KCNQ1 act	KCNK9 block	GSK3 alpha inh	KCNK3 inh
1	COc1cc(NS(=O)(=O)c2ccc(NC(=S)NC(=O)c3sc4ccccc4c3Cl)cc2)nc(OC)n1	3	5	i	1	-20	i	i	i	i	3	i
2	Cc1ncc([N+](=O)[O-])n1Cc1ccc(F)cc1	-2	-2	i	0	1	i	i	i	i	-12	i
3	COc1cc(C2NC(=O)NC(C)=C2C(=O)OC2CCCCC2)cc(Cl)c1O (centres undefined)	1	14	i	-1	-10	i	i	i	i	2	i
4	COC(=O)C1=C(Cn2cnc3ccccc32)NC(=O)NC1c1cc(C)ccc1C (centres undefined)	-3	-7	i	5	-10	i	i	i	i	0	i
5	Cc1cc(C)c(-n2c(SCc3nc4ccccc4s3)n[nH]c2=O)c(C)c1	1	x	i	3	-11	i	i	i	i	-1	i
6	Cc1oc(-c2cccc(F)c2)nc1CN1CCCN(C(=O)c2ccco2)CC1	x	-1	i	u	-10	i	i	i	i	-1	i
7	CC1CCCCN1CC(=O)Nc1ccc(Oc2ccccc2)cc1 (centres undefined)	4	2	i	1	-9	i	-9.1*	i	i	0	i
8	CCOC(=O)c1ccc2nc(C)c3c(c2c1)OC(C)C3 (centres undefined)	0	20	i	-29	-9	i	i	i	i	1	i
9	O=C(c1cc2cc(Cl)ccc2oc1=O)N1CCCCCCC1	3	1	i	9	-10	i	i	i	i	-1	i
10	COc1ccc(S(=O)(=O)N(C)CC(=O)N2CCN(c3ccc(F)cc3)CC2)cc1OC	1	3	i	-5	-10	i	i	i	i	-1	i
11	Cc1ccc2oc(-c3ccco3)cc(=O)c2c1	3	x	i	-19	5	i	i	i	i	1	i
12	COc1ccc(NC(=O)Cn2cnc3ccccc3c2=O)cc1OC	2	0	i	1	-2	i	i	i	i	-1	i
13	O=C(c1ccco1)N1CCN(Cc2ccccc2F)CC1	2	8	i	-4	-5	i	i	i	i	2	i
14	CC1CCN(S(=O)(=O)c2ccc(NC(=O)CN3C(=O)NC(C)(c4ccccc4)C3=O)cc2)CC1 (centres undefined)	2	0	i	3	-11	i	i	i	i	-1	i
15	COc1ccc(/C=N/NC(=O)Cn2c(Cc3ccc(OC)c(OC)c3)nc3ccccc32)cc1OC	-1	-7	i	5	-8	i	i	i	i	-3	i
16	COc1ccc(Cc2nnc(N/N=C/c3ccc(N(C)C)cc3)[nH]c2=O)cc1OC	3	-2	i	6	-7	i	i	i	i	1	i
17	Cc1ccc(-c2noc(CN(C(=O)C(c3ccccc3)c3ccccc3)C(C)C)n2)cc1	0	2	i	5	-23	i	i	i	-12*	-1	i
18	Fc1cccc(NC(=S)N2CCCC2)c1	2	0	i	0	-4	i	i	i	i	x	i
19	O=C(COC(=O)c1ccc2c(=O)n3c(nc2c1)CCC3)Nc1ccc(OC(F)F)cc1	-1	-5	i	-2	-5	i	i	i	i	1	i
20	CCCCCC(=O)N1CCCC(c2nc(-c3ccc(OC)cc3)no2)C1 (centres undefined)	-1	-4	i	3	-13	i	i	i	i	-4	i
21	COc1ccc(-c2n[nH]c(=S)n2-c2ccc3c(c2)OCCO3)cc1OC	3	-2	i	u	-2	i	i	i	i	-1	i
22	CC(C)C(C(=O)Nc1ccc(S(=O)(=O)N2CCOCC2)cc1)N1C(=O)c2ccccc2C1=O (centres undefined)	5	3	i	2	-9	i	i	i	i	-1	i
23	COc1cccc(/C=N/NC(=O)c2cc(-c3cccn3C)n[nH]2)c1	1	12	i	3	-18	i	i	i	i	-1	i
24	COc1ccc(N2CCN(CCCNC(=O)C3CCC(CNc4nc(=S)[nH]c5ccccc45)CC3)CC2)cc1 (centres undefined)	-2	-1	i	6	-13	i	i	i	i	-2	i

Taken from above.
COc1ccc(NC(=O)Cn2cnc3ccccc3c2=O)cc1OC in GSK3 alpha inh is entered as -1
COc1ccc(N2CCN(CCCNC(=O)C3CCC(CNc4nc(=S)[nH]c5ccccc45)CC3)CC2)cc1 (centres undefined) in hERG protect is entered as -13

Other records:
entry	Compound	GSK3B inh	Dyrk1A ADPGlo	KCNQ1 block	HDAC3 inhib	hERG protect	PolyA inhibitor	RGS4 pot	KCNQ1 act	KCNK9 block	GSK3 alpha inh	KCNK3 inh
25	CS(=O)(=O)N1CCN(Cc2ccccc2C(F)(F)F)CC1	1	1	i	6	-5	i	i	i	i	0	i
26	Cc1cc(C)cc(NS(=O)(=O)c2ccc(NC(=S)NC(=O)c3cccs3)cc2)c1	2	-4	i	12	-8	i	i	i	i	-2	i
27	COc1ccc(C(=O)NC(=S)NNC(=O)c2ccco2)cc1	x	-2	i	3	-15	i	i	i	i	0	i
28	COc1ccc(/C=N/NC(=O)Cn2nc(C)c([N+](=O)[O-])c2C)cc1	-2	-5	i	-1	-5	x	i	i	i	-1	i
29	CN1CCN(CCNC(=O)c2ccc3nc(-c4ccc(F)cc4)c(-c4ccc(F)cc4)nc3c2)CC1	-4	-4	i	-25	-8	i	-9.7*	i	i	0	i
30	CC(CCc1ccc(O)cc1)NC1C2CC3CC(C2)CC1C3 (centres undefined)	0	-1	i	-1	-4	i	i	i	i	1	i
31	CC(=O)c1ccc(OC(=O)Cc2cccc3ccccc23)cc1	-2	x	i	-3	-4	i	i	i	i	1	i
32	O=C(CSc1ccc2nnc(-c3cccnc3)n2n1)Nc1ccc(F)cc1	0	1	i	-4	-13	i	i	i	i	-2	i
33	O=C(Cc1ccccc1)NC(C(=O)O)C(O)c1ccc([N+](=O)[O-])cc1 (centres undefined)	1	0	i	-2	-2	i	i	i	i	-2	i
34	Clc1ccc(CSc2nnc(-c3sccc3-n3cccc3)o2)cc1	-2	2	6*	-4	-18	i	i	i	-14*	7	-9.2*
35	C#CCOc1c(/C=C\c2nc(O)c([N+](=O)[O-])c(=O)[nH]2)cc(Br)cc1OC	1	x	i	6	-6	i	i	i	i	6	i
36	O=C(Nc1nccs1)C1CCN(S(=O)(=O)c2ccccc2)CC1	-6	3	i	-8	-3	i	i	i	i	5	i
37	COc1ccc(NC(=O)COC(=O)c2ccc(Br)o2)cc1OC	0	-2	i	-4	1	i	i	i	i	-19	i
38	CCc1nccn1S(=O)(=O)c1ccc(OC)c(OC)c1	2	0	i	-1	-7	i	i	i	i	-1	i
39	Cc1ccc(CNC(=O)COc2ccc3c(c2)CCC3)cc1	-2	-2	i	2	-11	i	i	i	i	0	i
40	O=C(CN1CCN(c2ccccn2)CC1)Nc1ccc(F)c(F)c1	1	-4	i	-1	-6	i	i	i	i	-3	i
41	COc1ccc2cc(C(=O)NCc3ccccc3)c(=O)oc2c1	-4	-3	i	-8	-4	i	i	i	i	4	i
42	CNC(=O)C(=O)N1CCC2(CC1)OCCN2S(=O)(=O)c1ccc(C)cc1	-1	5	i	-11	-7	i	i	i	i	0	i
43	O=C(Cc1ccc(Cl)cc1)Nc1ccc(Cl)cn1	1	17	i	4	-7	i	i	i	i	-2	i
44	CCCNC(=O)[C@H]1N2C(=O)c3c(ccc(OC)c3OC)C2SC1(C)C (some centres undefined)	3	8	i	6	-7	i	i	i	i	1	i
45	CCOc1ccc2nc(NC(=O)CS(=O)(=O)c3ccccc3)sc2c1	0	20	i	10	-5	i	i	i	i	-2	i
46	O=C(O)c1cc(N/N=C/c2ccc3c(c2)OCO3)ccc1Cl	x	-3	i	0	-10	i	i	i	i	x	i
47	COc1ccc(-n2c(-c3ccc(Br)cc3)c[n+]3c2CCCCC3)cc1	-3	-4	i	u	-16	i	i	i	i	1	i
48	CCOc1ncccc1C(=O)N1CCN(c2cc(Cl)ccc2C)CC1	-17	0	i	3	-12	i	i	i	i	4	i
49	CCOC(=O)c1cc2c(ccn2C)n1Cc1ccc(C#N)cc1	0	3	i	2	-12	i	i	i	-8.3*	-3	i
50	CN(Cc1nccn1C)C(=O)C1CCC(=O)N(Cc2cccc(C(F)(F)F)c2)C1 (centres undefined)	0	1	i	1	-6	i	i	i	i	-1	i
51	CCOC(=O)c1c(C)[nH]c(C(=O)C(C)OC(=O)c2oc3ccccc3c2COC)c1C (centres undefined)	-1	4	i	6	-5	i	i	i	i	-2	i
52	COc1ccc(NC(=O)C2Cc3cc(S(=O)(=O)N4CCCCC4)ccc3N2C(C)=O)cc1Cl (centres undefined)	0	-2	i	-5	-10	i	i	i	i	4	i
53	CN(C)S(=O)(=O)c1cccc(-c2nnc(SCC(=O)NCCCCCC(=O)O)n2-c2ccc(F)cc2)c1	3	1	i	-11	-1	i	i	i	i	-2	i
54	Cc1[nH]c2ccccc2c1Cc1nnc(SCC(=O)NCc2ccco2)o1	0	-11	i	-9	-1	i	i	i	i	1	i
55	COc1ccc(CCn2c(=N)c(C(=O)NC3CCCC3)cc3c(=O)n4ccccc4nc32)cc1	1	3	i	2	-28	i	i	i	i	1	i
56	COc1ccc(N(CC(=O)NC2CCCCC2)C(=O)CNC(=O)c2cccs2)cc1	-14	-7	i	0	-7	i	i	i	i	-3	i
57	Cc1nc2c(-c3ccccc3)c(C)[nH]n2c(=O)c1Cc1ccccc1	5	-4	i	-5	-5	i	i	i	i	0	i
58	Cc1ccc(NC2CC(=O)N(Cc3ccccc3)C2=O)cc1 (centres undefined)	1	-1	i	-2	-12	i	i	i	i	-1	i
59	C=CCc1ccccc1OCCNCc1ccccc1	-2	6	i	2	-11	i	i	i	i	2	i
60	C#CCn1c(S(=O)(=O)Cc2ccc(OC)cc2)nc(-c2ccccc2)c1-c1ccccc1	-2	-5	i	-1	-2	i	i	i	-18*	0	-9.4*
61	CCCCCCC(=O)N(O)C1CC(=O)N(c2ccc(Br)cc2)C1=O (centres undefined)	3	-3	i	80*	-7	i	i	i	i	-1	i
62	COc1cccc(CNC(=O)C2CCCN(c3nn4c(=O)cc(C)nc4s3)C2)c1OC (centres undefined)	0	6	i	1	-11	i	i	i	i	-2	i
63	COCCCNC(=O)CCn1c(=O)c2ccccc2n(CC(=O)Nc2ccccc2C)c1=O	0	x	i	5	-6	i	i	i	i	-2	i

Not all compounds are listed; count on the stated rates, not on these rows.
